Screening results as filed in PubChem BioAssay.
HSF1 inh: HSF1 inhibition. NIH3T3-HGL HSE-luciferase, MG132-induced, luminescence 8 h; stronger effect = lower value. 0.77% of 300,000 active. activity change, negative = inhibition, % at 7.5 µM (by protocol). AID 2098;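 active = more than half of replicate wells show activity change below -50%, luminescence cut by over half; inconclusive = some wells, but at most half, below -50%; inactive = no replicate well below -50%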;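 note: luciferase reports HSF-1 transcriptional activity via heat shock element; 0% = median of DMSO wells and -100% = zero luminescence signal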
IEC-6 tox: counter-screen for KLF5 inhibitors: cytotoxicity in IEC-6 cells. IEC-6 cytotoxicity, luminescence viability. inhibition, % at 5 µM. 0.78% of 290,000 active; in the data active = inhibition above about 22%;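 note: 0% = plate median of test compound wells and 100% = cytotoxic reference compound wells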
aSyn 5UTR inh: 5' untranslated region of α-synuclein, MLPCN primary screen; inhibition, % (tested at 7.5 µM); alpha-synuclein 5'UTR reporter, inhibitor activity; 0.82% of 300,000 active; AID 1813; in the data active = inhibition above about 60%; inconclusive = no clear call, values can overlap the other calls;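 note: H4 neuroglioblastoma cells stably carrying SNCA 5'UTR luciferase fusion; 0% = DMSO wells and 100% = positive control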
HSP90 refold inh: inhibitors of HSP90 luciferase refolding in rabbit reticulocyte lysate; luciferase refolding luminescence, 3 h; inhibition, % at 5.6 µM; 0.91% of 290,000 active;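 active = inhibition above the screen-wide mean plus 3 SD, computed separately per campaign, cut at about 16% in these data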;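 note: 0% = DMSO wells and 100% = 60 µM geldanamycin wells; inhibitors lower the luminescence because luciferase stays unfolded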
GSK3 alpha inh: human GSK-3 alpha kinase inhibition | ADP-Glo luminescence, 60 min | inhibition, % at 10 µM | 0.1% of 320,000 active | AID 2650;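 in the data active = inhibition above about 50%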;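 note: GST-tagged GSK-3 alpha with peptide substrate and 25 µM ATP; 0% = DMSO neutral wells and 100% = GW8510 positive control wells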
Target sequence (P49840 whole entry, looked up): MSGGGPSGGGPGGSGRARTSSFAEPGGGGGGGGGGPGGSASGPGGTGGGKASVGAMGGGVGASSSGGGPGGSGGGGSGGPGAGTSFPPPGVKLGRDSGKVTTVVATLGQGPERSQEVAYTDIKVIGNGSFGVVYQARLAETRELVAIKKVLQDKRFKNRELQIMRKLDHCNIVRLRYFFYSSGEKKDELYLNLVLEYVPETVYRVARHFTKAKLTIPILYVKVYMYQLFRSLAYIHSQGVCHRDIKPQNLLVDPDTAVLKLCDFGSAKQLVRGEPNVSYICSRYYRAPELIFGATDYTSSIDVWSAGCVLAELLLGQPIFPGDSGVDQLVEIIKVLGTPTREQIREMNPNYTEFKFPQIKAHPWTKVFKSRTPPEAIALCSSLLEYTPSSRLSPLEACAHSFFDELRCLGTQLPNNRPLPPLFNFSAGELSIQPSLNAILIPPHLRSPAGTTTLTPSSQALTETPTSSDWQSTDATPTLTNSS
HSF-1 act: increases HSF-1 driven luciferase reporter signal. 1.7% of 300,000 active. NIH3T3-HGL HSF-1 luciferase reporter, MG132, 8 h; 100% = twice DMSO control signal. AID 504408. activation, % at 9 µM;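 active = mean replicate activation of at least 50% with a set share of replicates each reaching 50%; inconclusive = only one of those two conditions met; inactive = mean below 50% and too few replicates reaching it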;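 note: 0% = median of the neutral control wells and 100% = twice that signal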
GSK3B inh: human GSK3beta kinase inhibition. P49841. GST-GSK3beta kinase, ADP-Glo luminescence, 60 min; stronger effect = lower value. activity score (negative = inhibition), % at 10 µM. 0.038% of 300,000 active. AID 2097;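 active = more than half of replicate wells score below -50%, meaning over 50% inhibition versus plate controls; inconclusive = some replicates but at most half score below -50%; inactive = no replicate scores below -50%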;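 note: 0% = median DMSO wells and -100% = median GW8510 positive control wells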
Target sequence (P49841 whole entry, looked up): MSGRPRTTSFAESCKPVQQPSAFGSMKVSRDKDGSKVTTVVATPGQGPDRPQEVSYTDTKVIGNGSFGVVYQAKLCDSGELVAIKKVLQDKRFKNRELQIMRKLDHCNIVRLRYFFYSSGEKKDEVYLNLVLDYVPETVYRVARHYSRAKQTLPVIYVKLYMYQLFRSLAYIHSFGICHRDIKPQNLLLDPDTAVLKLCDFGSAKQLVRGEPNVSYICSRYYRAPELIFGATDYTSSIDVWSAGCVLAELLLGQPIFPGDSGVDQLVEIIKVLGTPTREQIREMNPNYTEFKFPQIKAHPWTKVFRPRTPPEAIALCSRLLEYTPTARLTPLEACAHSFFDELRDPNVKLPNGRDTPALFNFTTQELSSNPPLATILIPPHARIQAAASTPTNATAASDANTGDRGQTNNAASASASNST
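Test system: GST-fused GSK3beta enzyme, cell-free | Quantity: 1.6 ng GST-GSK3beta enzyme per well | Reagent: 25 µM ATP with peptide substrate | Schedule: 60 min enzyme reaction, room temperature | Signal: Luminescent ADP-Glo measurement of ADP formed | Read-out basis: Score relative to plate controls | Control set: DMSO and 20 µM GW8510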
KLF5 inhibitor: suppresses KLF5 promoter-driven expression; DLD-1 KLF5 promoter-luciferase reporter, luminescence; 0.23% of 290,000 active; inhibition, % at 5 µM;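 active = inhibition above a per-plate limit of that plate's mean compound inhibition plus 3 SD, cut at about 60% in these data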;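 note: 0% = DMSO wells and 100% = LY294002 at 200 µM; higher means less KLF5 promoter-driven luciferase light; inactives centre near -14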
AI-2 QS modul: modulators of Vibrio harveyi AI-2 quorum sensing system | Vibrio harveyi JMH597 AI-2 luminescence/OD600 ratio, 9 h; stronger effect = lower value; strain lacks LuxN and CqsS sensors; 0 = neutral-control median | activity change, % at 7.5 µM | 0.4% of 300,000 active; in the data active = activity change below about -75%, passing the limit was not always enough; inconclusive = no clear call, values can overlap the other calls;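 note: luminescence divided by OD600 gain over 9 h not by final OD600 alone; inactives centre near 13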
HIF activator: HIF pathway transcriptional activation; U2OS HRE-luciferase reporter, luminescence; normalized: DMSO 0%, desferrioxamine 100%; activation, % at 7.5 µM (by protocol); 0.32% of 300,000 active;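 active = mean activation of at least 10% of the iron chelator positive control signal, with at least half of replicates also reaching 10%; inconclusive = mean and replicate majority disagree about reaching 10%; inactive = mean and most replicates under 10%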
An asterisk follows results filed as active; ? = inconclusive; nt = no result given.

SMILES	HSF1 inh	IEC-6 tox	aSyn 5UTR inh	HSP90 refold inh	GSK3 alpha inh	HSF-1 act	GSK3B inh	KLF5 inhibitor	AI-2 QS modul	HIF activator
O=S(=O)(NC12CC3CC(CC(C3)C1)C2)c1ccc(F)cc1	1	-2	5	6	-2	0	3	7	10	1.7
CCOc1cc(CN2CCCC(C(=O)c3cccc(C(F)(F)F)c3)C2)ccc1O (centres undefined)	9	-2	-13	-3	-1	21	-1	-7	24	-0.9
COc1ccc(-n2c(Cn3c(=O)sc4ccccc43)nnc2SCC(=O)N2CCOCC2)cc1	nt	-5	nt	2	-2	nt	nt	-15	nt	nt
COc1cc(NC(=O)CSc2nnnn2Cc2ccc3c(c2)OCO3)cc(OC)c1	6	2	-17	-2	-1	7	-3	-18	35	-2.4
O=C(CCC(=O)Nc1ccc(F)cc1)N/N=C/c1ccc(O)cc1O	-16	-4	2	0	9	-28	2	17	7	0.0
COc1cc(NC(=O)c2ccc3c(c2)OCCO3)ccc1NC(=O)c1ccco1	8	-4	-52	3	-3	-2	0	-43	11	1.6
CCOC(=O)N1CCC(N2Cc3cccc(C(=O)NCc4ccccn4)c3C2=O)CC1	-23	2	-8	2	-1	-42	-4	2	14	0.3
CC(C)Cc1nnc(NC(=O)CCN2C(=O)c3ccccc3C2=O)s1	-14	5	6	-1	-1	-33	0	-9	?	0.1
COc1ccccc1C(=O)NCc1nnc(SCC(=O)Nc2nccs2)n1C	0	-2	-7	-2	1	0	-1	-26	26	0.0
COc1ccccc1NC(=O)c1cccc(S(=O)(=O)N2CCOCC2)c1	-4	0	-3	4	-5	4	-1	-9	21	0.2
O=C(CC(Cc1ccccc1)C(=O)O)NCCc1ccc2c(c1)OCO2 (centres undefined)	-1	8	-3	0	-2	-7	-5	-7	7	0.0
COc1cccc(N(C(=O)CCl)C(C(=O)NCCc2ccccc2)c2cccs2)c1 (centres undefined)	-92*	87*	-112	6	-2	-93	3	2	28	0.8
Cc1ccc(C(=O)OCC(=O)N2CCCC2)cc1	5	-7	-35	-1	-1	19	1	-46	11	1.2
N#CNc1nc(O)cc(=O)[nH]1	3	0	-5	3	-1	-10	-2	-15	19	-0.4
COc1ccc(N(CC(=O)NCc2ccncc2)S(=O)(=O)c2ccccc2[N+](=O)[O-])c(OC)c1	-1	0	-3	-4	3	5	0	-1	27	-0.3
COC(=O)c1ccc(CNC(=O)c2cc3ccccc3oc2=O)cc1	-3	-6	1	-1	0	26	0	-2	2	0.3
CN(C)S(=O)(=O)c1ccc(NC(=O)c2ccc3ncsc3c2)cc1	0	-1	-24	2	-1	1	-5	-39	1	0.4
CCc1ccc(NC(=O)CSc2ccc(-c3sc(C)nc3C)nn2)cc1	6	2	4	3	-1	-14	-1	-9	-4	0.3
N#C/C(=C(/O)COc1cccc2ccccc12)c1nc2ccccc2[nH]1	2	2	6	2	-3	-11	-1	-8	19	-0.3
Cc1ccc(Cl)cc1N1CCN(CC(O)COCc2ccco2)CC1 (centres undefined)	1	6	-15	7	-1	4	0	-14	14	194*
COCCn1c(SCC(=O)c2ccc3c(c2)OCCO3)nnc1-c1ccco1	3	-3	12	-1	0	24	-3	-6	21	0.2
CCn1cc(CNCc2cn(-c3ccccc3C)nc2-c2ccc(OC)c(F)c2)cn1	1	4	23	7	-1	4	2	-29	20	-0.8
Cc1noc(C)c1Cc1c(Cl)cccc1Cl	0	-5	11	0	-1	-8	-4	-7	-22	0.1
Cc1cccc(NC(=O)c2cc(=O)n(Cc3ccccc3)c(=O)[nH]2)c1	-8	4	-19	0	-2	6	-4	-29	9	0.0
O=C(CCS(=O)(=O)c1cccc2nsnc12)N1CCN(C(=O)c2ccco2)CC1	4	2	10	2	-1	16	1	-16	2	-0.2
Oc1cccc2ccc(N3CCOCC3)nc12	7	-2	-19	-5	0	3	2	-26	4	0.2
COCCNC(=S)N1CCN(c2cccc(C(F)(F)F)c2)CC1	2	5	35	-4	1	17	0	-4	8	-0.2
S=c1nc(-c2ccccc2Cl)n(Cc2cccnc2)c2c1CCCC2	-2	0	23	2	-1	-9	3	-22	12	-1.1
CCOC(=O)c1cnc(-n2nc(C)cc2C)nc1NNc1nc(C)cc(C)n1	7	0	-17	-2	0	4	3	-1	12	-0.4
Cn1c(Cn2c(C(F)(F)F)nc3ccccc32)nc2ccccc21	5	2	32	0	1	-21	1	-9	-5	-0.3
Cc1nc(N)sc1-c1csc(Nc2ncccn2)n1	-13	-2	-136	-1	nt	-10	-3	-89	13	-0.8
Cc1ccccc1-n1ncc2c1CC(C)(C)CC2NC(=O)CCn1cncn1 (centres undefined)	-4	7	-1	0	nt	-5	1	-11	28	-1.7
Cc1cc(C(C)(C)C)cc(C)c1S(=O)(=O)N1CCN(C(=O)c2cc([N+](=O)[O-])c[nH]c2=O)CC1	0	-1	8	-6	-4	-6	3	20	11	-0.5
COc1ccc(-c2ccc(C(=O)O)c(=O)[nH]2)cc1	7	2	-1	2	3	-3	0	-46	34	0.2
COc1cccc(OCCOc2cccc(/C=N/n3cnnc3)c2)c1	3	-1	-59	10	0	14	-1	-140	16	0.1
Cc1nn2cc(-c3ccc(Cl)cc3)nc2s1	22	-2	-32	5	-1	36	-4	-210	28	0.5
CC(C)[C@H](NC(=O)c1ccccc1F)C(=O)NCc1ccc(S(N)(=O)=O)cc1	-13	0	-7	-1	-2	2	0	-14	38	-0.2
CCOC(=O)c1ccc(NC(=O)CSc2nnc(C)n2-c2ccccc2)cc1	-1	-2	0	-2	-1	2	5	-28	27	1.8
COc1ccc(CC(=O)NCC(=O)NCc2cc(=O)n(C)c(=O)n2C)cc1	-5	0	11	-2	-2	5	-2	-11	13	-0.4
CCNC(=O)c1sc(-c2ccccc2)nc1C	0	-2	-66	-2	-4	7	-1	-47	7	1.4

Just HSF-1 act and KLF5 inhibitor, for three of the compounds above:
Compound | HSF-1 act | KLF5 inhibitor
O=C(CC(Cc1ccccc1)C(=O)O)NCCc1ccc2c(c1)OCO2 (centres undefined) | -7 | -7
COc1cccc(N(C(=O)CCl)C(C(=O)NCCc2ccccc2)c2cccs2)c1 (centres undefined) | -93 | 2
Cc1ccc(C(=O)OCC(=O)N2CCCC2)cc1 | 19 | -46

Carrying on.
SMILES	HSF1 inh	IEC-6 tox	aSyn 5UTR inh	HSP90 refold inh	GSK3 alpha inh	HSF-1 act	GSK3B inh	KLF5 inhibitor	AI-2 QS modul	HIF activator
CCN(Cc1ccncc1)Cc1ccc(Br)cc1	-8	4	11	10	-1	-3	-1	-29	-4	0.6
Cc1cccc(/C=N/n2c(C)cc(C)c(C#N)c2=O)c1	-5	-8	23	2	0	6	0	-25	11	-0.5
CCN(CC)C(=O)CSc1nc2ccccc2c(=O)[nH]1	-1	1	-13	-2	-5	2	2	12	-4	0.3
CC(C)(CNS(=O)(=O)c1ccc(F)cc1)CNS(=O)(=O)c1ccc(F)cc1	-1	-8	-13	-3	1	-7	14	-47	1	-0.5
CCCn1c(CCC(=O)O)nc2cc(S(=O)(=O)N3CCCC3)ccc21	-8	-8	-11	0	nt	8	1	-21	35	-0.5
Cc1sc2ncn(-n3c(C)ccc3C)c(=O)c2c1C	-9	5	24	4	0	10	-5	3	8	-0.1
CSCCC(N=CC1=C(O)CC(C)(C)CC1=O)C(=O)O (centres undefined)	-4	6	11	-2	1	-2	-2	-2	5	0.2
COc1cc2c(cc1OC)C(C)N(C(=O)Cn1ncc3c1-c1cc(C)ccc1OC3)CC2 (centres undefined)	5	-2	6	-2	nt	5	1	4	1	-0.3
CC(C)C[C@H](NC(=O)OC(C)(C)C)C(=O)N1CCC(C(=O)O)CC1	0	-1	-2	1	-1	-3	-5	-31	21	-0.3
COc1ccc(OCC(=O)Nc2ccc(S(=O)(=O)N3CCOCC3)cc2)cc1	5	0	1	-3	0	23	3	5	4	0.0
CCOc1cc(C2C(C(=O)OC)=CN(C3CCCC3)C=C2C(=O)OC)cc(Br)c1O	23	-2	31	1	1	37	-14	-16	19	0.1
CCCc1n[nH]c(=S)n1Cc1ccco1	0	-1	-2	4	-2	3	0	-9	16	0.0
CCOc1ccc(-c2nc(CS(=O)(=O)CC(=O)NCc3ccc(F)cc3)c(C)o2)cc1	-2	-6	4	15	5	15	-1	-9	20	0.1
Cc1ccc(NC(=O)c2cc(-c3ccccc3)nn2-c2ccccc2)cc1	8	2	-98	-2	0	1	-1	2	16	0.1
NC1=NC[C@H](Cc2ccc(O)cc2)N1CCc1cc(C(F)(F)F)cc(C(F)(F)F)c1	-6	nt	-15	nt	8	-15	-9	nt	36	0.2
COc1cc([N+](=O)[O-])ccc1NC(=O)NN1CCN(C)CC1	-3	-1	26	-1	-3	-3	-1	5	24	-0.1
Cc1n[nH]c(=O)c2c(NC(=O)CSc3nnc(C4CC4)n3C)oc(C)c12	-4	nt	13	nt	4	5	-1	nt	9	1.2

Reformatted as a markdown table: part of the list above
| smiles | HSF1 inh | IEC-6 tox | aSyn 5UTR inh | HSP90 refold inh | GSK3 alpha inh | HSF-1 act | GSK3B inh | KLF5 inhibitor | AI-2 QS modul | HIF activator |
| --- | --- | --- | --- | --- | --- | --- | --- | --- | --- | --- |
| CCN(Cc1ccncc1)Cc1ccc(Br)cc1 | -8 | 4 | 11 | 10 | -1 | -3 | -1 | -29 | -4 | 0.6 |
| Cc1cccc(/C=N/n2c(C)cc(C)c(C#N)c2=O)c1 | -5 | -8 | 23 | 2 | 0 | 6 | 0 | -25 | 11 | -0.5 |
| CCN(CC)C(=O)CSc1nc2ccccc2c(=O)[nH]1 | -1 | 1 | -13 | -2 | -5 | 2 | 2 | 12 | -4 | 0.3 |
| CC(C)(CNS(=O)(=O)c1ccc(F)cc1)CNS(=O)(=O)c1ccc(F)cc1 | -1 | -8 | -13 | -3 | 1 | -7 | 14 | -47 | 1 | -0.5 |
